Screens as filed in PubChem BioAssay.
PGC1a acetyl inh: PGC1a acetylation modulation, inhibitor mode; U2OS PGC1a acetylation, AlphaScreen anti-acetyl-lysine; with virally co-expressed GCN5 acetyltransferase; inhibition, % at 15.6 µM; 350,000 tested, 0.17% active; AID 651687;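 active = every replicate shows inhibition of at least 40%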;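 note: 0% = neutral control wells and 100% = positive control wells; some results beyond the cut were filed as inactive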
SIRT5 block: inhibitors of human sirtuin-5 desuccinylase; Purified SirT5, succinyl-peptide AMC, trypsin-coupled fluorescence; inhibition, % at 15 µM; 330,000 tested, 1.1% active; AID 652115; in the data active = inhibition above about 15%
Cneo AK release: Cryptococcus neoformans lysis via adenylate kinase release. C. neoformans lysis, adenylate kinase release luminescence, 4 h; normalised: neutral wells 0, clomiphene wells 100. lysis activity, % at 15 µM. 360,000 tested, 0.2% active. AID 651654;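 active = mean lysis activity across replicates of at least 80%, whatever share of replicates individually reach that level; inactive = mean lysis activity below 80%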
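Material: C. neoformans cells; Schedule: 4 h static compound exposure, 37 °C, read 1 h post-reagent; Measured by: adenylate kinase release luminescence; Read-out: signal increase indicating cell lysis; Controls: Clomiphene as positive lysis control.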
XiGFP reactiv: X-chromosome reactivation activator | 360,000 tested, 0.055% active | activation, % at 7.58 µM | XiGFP mouse fibroblasts, % GFP-positive cells imaging, 3 d; cells co-treated with 5-aza-dC sensitizer; scaled so ellipticine positive control = 100%;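 active = mean normalized replicate activation at least 10% and every replicate at or above 10%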;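 note: 0% = median of on-plate neutral control wells and 100% = ellipticine 6 µM median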
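System: 68-5-11 XiGFP fibroblast line; Timing: 3 days compound exposure; Compound dosing: one concentration, pinned; Benchmarks: positive control ellipticine, 6 µM final; Buffer or medium: DMEM containing 5-aza-dC.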
S100A4 MyoIIA: S100A4-myosin IIA interaction inhibition; S100A4/TAMRA-MyoIIA peptide fluorescence polarization; 360,000 tested, 0.14% active; inhibition, % at 10.7 µM; P26447;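 active = mean inhibition of at least 70% across replicates, with every replicate also reaching that level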
Target sequence (P26447 whole entry, looked up): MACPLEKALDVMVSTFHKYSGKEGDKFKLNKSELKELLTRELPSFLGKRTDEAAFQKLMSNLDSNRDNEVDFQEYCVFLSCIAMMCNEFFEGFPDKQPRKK
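Material: human S100A4 monomer with TAMRA-labelled myosin IIA peptide; buffer or medium: HEPES pH 7.2 with CaCl2, KCl, NaCl, DTT, Triton; compound dosing: one concentration per compound; schedule: 5 min incubation before reading; benchmarks: neutral control DMSO, positive control TFP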
LGR2 inh: Drosophila LGR2 receptor signaling inhibition; 380,000 tested, 0.35% active; AID 720647; inhibition, % at 9.99 µM; HEK293 LGR2, CRE-luciferase, bursicon-stimulated, 4 h;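 active = drop in luminescence signal, shown as inhibition above about 50% in the replicate tests, limit read from the data, passing the limit was not always enough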;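 note: agonist challenge used bursicon conditioned medium at about half maximal strength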
ERAP1 HTS inh: blocks human ERAP1 aminopeptidase activity; recombinant ERAP1, Leu-AMC fluorescence, 60 min; inhibition, % at 10.7 µM; 340,000 tested, 0.15% active; Q9NZ08; AID 652197;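 active = mean replicate inhibition of at least 30%, or all replicates individually reaching that 30% level; inactive = mean below 30% and not every replicate reaching it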;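 note: 0% = neutral control wells and 100% = L-leucinethiol positive control wells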
Target sequence (Q9NZ08 whole entry, looked up): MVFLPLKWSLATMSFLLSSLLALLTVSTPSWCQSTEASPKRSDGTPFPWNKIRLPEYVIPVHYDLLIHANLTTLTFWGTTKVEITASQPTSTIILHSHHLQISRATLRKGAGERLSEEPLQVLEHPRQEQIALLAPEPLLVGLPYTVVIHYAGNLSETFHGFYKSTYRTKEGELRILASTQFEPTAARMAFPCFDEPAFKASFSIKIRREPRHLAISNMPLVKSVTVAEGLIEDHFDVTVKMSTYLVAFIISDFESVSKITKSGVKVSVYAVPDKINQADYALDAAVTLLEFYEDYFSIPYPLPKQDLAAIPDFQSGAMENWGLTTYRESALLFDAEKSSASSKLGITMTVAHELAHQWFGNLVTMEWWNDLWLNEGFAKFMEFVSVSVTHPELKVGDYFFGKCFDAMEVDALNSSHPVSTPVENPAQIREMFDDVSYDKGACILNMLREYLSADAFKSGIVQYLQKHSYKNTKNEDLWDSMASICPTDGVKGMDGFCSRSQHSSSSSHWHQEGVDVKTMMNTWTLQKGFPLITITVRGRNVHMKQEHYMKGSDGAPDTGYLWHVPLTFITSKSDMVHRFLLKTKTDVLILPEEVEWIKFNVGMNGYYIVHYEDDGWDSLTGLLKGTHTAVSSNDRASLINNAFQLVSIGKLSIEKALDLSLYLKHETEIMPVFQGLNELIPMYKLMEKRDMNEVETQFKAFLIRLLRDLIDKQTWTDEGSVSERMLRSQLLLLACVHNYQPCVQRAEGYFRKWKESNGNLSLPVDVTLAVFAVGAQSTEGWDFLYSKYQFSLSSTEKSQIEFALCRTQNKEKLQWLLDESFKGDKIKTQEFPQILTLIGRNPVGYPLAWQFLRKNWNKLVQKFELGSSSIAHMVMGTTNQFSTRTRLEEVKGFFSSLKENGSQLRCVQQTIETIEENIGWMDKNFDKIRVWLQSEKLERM
Statin myotox sup: suppression of simvastatin myotoxicity; C2C12 myotubes + simvastatin, ATP luminescence, 48 h; scaled: DMSO 0, geranylgeraniol control 100; AID 602340; rescue of ATP level, % at 7.49 µM; 330,000 tested, 0.78% active;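 active = mean ATP rescue above about 67%, or every replicate alone reaching that limit, limit read from the data, passing the limit was not always enough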;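 note: myotubes were challenged with 10 µM simvastatin during compound exposure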
The depositor's hits bear a star.

What do the screens show for `CC(=O)c1cccc(CN(C)CC2CCCN(CCc3ccccc3C)C2)c1` (configuration not stated)?
PGC1a acetyl inh: 5; SIRT5 block: -10; Cneo AK release: 1; XiGFP reactiv: 0.1; S100A4 MyoIIA: 0; LGR2 inh: 2; ERAP1 HTS inh: -2; Statin myotox sup: 0

What do the screens show for `O=C(CCc1ccccc1)NCCc1ccc(F)cc1`?
SIRT5 block: 0; Cneo AK release: 0; XiGFP reactiv: 0.0; S100A4 MyoIIA: -3; LGR2 inh: -12; ERAP1 HTS inh: -3; Statin myotox sup: 1

What do the screens show for `Cc1ccc(-c2csc(NC(=O)c3cccc(C)c3)c2C(=O)O)cc1`?
PGC1a acetyl inh: -2; SIRT5 block: 3; Cneo AK release: 0; XiGFP reactiv: 0.2; S100A4 MyoIIA: 13; LGR2 inh: -79; ERAP1 HTS inh: 5

Results for CN(C(=O)COC(=O)c1ccc2c(=O)n3c(nc2c1)CCC3)c1ccccc1 ?
PGC1a acetyl inh: 14; Cneo AK release: -3; XiGFP reactiv: 0.3; LGR2 inh: 6; Statin myotox sup: 17

What do the screens show for `COC(=O)c1ccsc1NC(=O)c1ccccc1`?
PGC1a acetyl inh: -7; SIRT5 block: 1; Cneo AK release: -1; XiGFP reactiv: 0.0; S100A4 MyoIIA: 3; LGR2 inh: -54; ERAP1 HTS inh: 3

How did COc1cccc(-n2c(SCC(=O)Nc3nc4ccccc4s3)nc3ccccc3c2=O)c1 do in these assays?
SIRT5 block: 1; XiGFP reactiv: -0.1; S100A4 MyoIIA: 1; LGR2 inh: 4; ERAP1 HTS inh: -4

How did COc1ccc(C(=O)NCc2ccncc2)cc1S(=O)(=O)NCc1ccc(Cl)cc1 do in these assays?
SIRT5 block: -4; Cneo AK release: 0; XiGFP reactiv: -0.1; S100A4 MyoIIA: 1; LGR2 inh: 21; ERAP1 HTS inh: 0; Statin myotox sup: 6

How did C[C@@H]1CN([C@H](C)CO)C(=O)c2cc(NS(=O)(=O)c3ccccc3)ccc2O[C@H]1CN(C)Cc1ccncc1 do in these assays?
PGC1a acetyl inh: -1; SIRT5 block: -1; Cneo AK release: -4; XiGFP reactiv: -1.1; S100A4 MyoIIA: 6; LGR2 inh: 10; ERAP1 HTS inh: -1; Statin myotox sup: 33

What do the screens show for `O=C(c1ccco1)N1CCN(Cc2nnnn2C2CCCCC2)CC1`?
SIRT5 block: -4; Cneo AK release: -1; XiGFP reactiv: 0.1; S100A4 MyoIIA: 1; LGR2 inh: -3; ERAP1 HTS inh: 6; Statin myotox sup: -24

What do the screens show for `CC(=O)Nc1cccc(C(=O)OC(C)C(=O)NC(=O)NC2CCCCC2)c1` (configuration not stated)?
PGC1a acetyl inh: -5; SIRT5 block: -3; Cneo AK release: 3; XiGFP reactiv: 0.2; S100A4 MyoIIA: -3; LGR2 inh: -2; ERAP1 HTS inh: 4; Statin myotox sup: -3

How did CCOc1cc(CO)cc(Br)c1OCC(N)=O do in these assays?
SIRT5 block: 0; XiGFP reactiv: 0.0; S100A4 MyoIIA: 1; LGR2 inh: 7; ERAP1 HTS inh: 3

Results for O=C(Nc1ccc(C(=O)N2CCCCC2)cc1)c1cccs1 ?
SIRT5 block: -5; Cneo AK release: 1; XiGFP reactiv: 0.2; S100A4 MyoIIA: 0; LGR2 inh: -15; ERAP1 HTS inh: -3; Statin myotox sup: -33

How did CCN(C(=O)CSc1nnc(-c2cccc(F)c2)n1N)c1c(N)n(Cc2ccccc2)c(=O)[nH]c1=O do in these assays?
PGC1a acetyl inh: 10; SIRT5 block: -1; Cneo AK release: -1; XiGFP reactiv: 0.1; S100A4 MyoIIA: -2; LGR2 inh: 4; ERAP1 HTS inh: 2; Statin myotox sup: 9

How did CC[n+]1c(C)cc(C)n1-c1ccccc1 do in these assays?
PGC1a acetyl inh: 2; SIRT5 block: 0; XiGFP reactiv: 0.0; S100A4 MyoIIA: -2; LGR2 inh: 1; ERAP1 HTS inh: 102*

How did CC(=O)Nc1c(-c2ccc3ccccc3c2)nc2ccccn12 do in these assays?
PGC1a acetyl inh: -6; SIRT5 block: -24; Cneo AK release: 2; XiGFP reactiv: 0.0; S100A4 MyoIIA: -12; LGR2 inh: -78; ERAP1 HTS inh: -3; Statin myotox sup: -3

Results for Cc1ccc(S(=O)(=O)Nc2cccc3c2O[C@H](CN(C)CC2CCCCC2)[C@H](C)CN([C@H](C)CO)C3=O)cc1 ?
PGC1a acetyl inh: -4; SIRT5 block: -1; Cneo AK release: 41; XiGFP reactiv: 0.1; S100A4 MyoIIA: -2; LGR2 inh: -6; ERAP1 HTS inh: -3; Statin myotox sup: 22

How did CCC(=O)N1[C@H](CO)[C@@H]2c3ccccc3N(S(=O)(=O)c3ccccc3)C[C@@H]21 do in these assays?
PGC1a acetyl inh: -1; SIRT5 block: 4; Cneo AK release: -5; XiGFP reactiv: 0.0; S100A4 MyoIIA: -3; LGR2 inh: 10; ERAP1 HTS inh: 0; Statin myotox sup: -2

What do the screens show for `CC(C)(C)OCC(O)CN1CCN(C(=O)c2ccccc2)CC1` (configuration not stated)?
PGC1a acetyl inh: -2; SIRT5 block: -4; Cneo AK release: -3; XiGFP reactiv: 0.0; S100A4 MyoIIA: -8; LGR2 inh: 3; ERAP1 HTS inh: -3; Statin myotox sup: 1

Results for CCOc1ccc2nc(N3CCCC(C(=O)NCCCN4C(C)CCCC4C)C3)sc2c1 (configuration not stated) ?
PGC1a acetyl inh: -20; SIRT5 block: -1; Cneo AK release: -1; XiGFP reactiv: 0.0; S100A4 MyoIIA: -2; LGR2 inh: -16; ERAP1 HTS inh: 5; Statin myotox sup: -61

What do the screens show for `COc1ccc(NC(=O)N(C)C[C@H]2OCCCC[C@H](C)Oc3ccc(NS(=O)(=O)c4ccc(Cl)cc4)cc3C(=O)N([C@H](C)CO)C[C@@H]2C)cc1`?
PGC1a acetyl inh: 2; SIRT5 block: 1; Cneo AK release: 4; XiGFP reactiv: 0.2; S100A4 MyoIIA: 9; LGR2 inh: 5; ERAP1 HTS inh: -4

How did C[C@@H]1CN([C@@H](C)CO)C(=O)c2cc(C#C[C@@H](C)O)cnc2O[C@H]1CN(C)C(=O)c1ccc(F)cc1 do in these assays?
PGC1a acetyl inh: 9; SIRT5 block: 2; Cneo AK release: -14; XiGFP reactiv: 2.0; S100A4 MyoIIA: 2; LGR2 inh: 1; ERAP1 HTS inh: -2; Statin myotox sup: 15

What do the screens show for `COc1ccc(Nc2ccc([N+](=O)[O-])cn2)cn1`?
PGC1a acetyl inh: -13; SIRT5 block: 9; Cneo AK release: 1; XiGFP reactiv: 0.4; S100A4 MyoIIA: -4; LGR2 inh: 4; ERAP1 HTS inh: -1; Statin myotox sup: 6

Results for CCOCCCN1CC(C(=O)NCc2ccc3c(c2)OCO3)CC1=O (configuration not stated) ?
PGC1a acetyl inh: -9; SIRT5 block: -3; XiGFP reactiv: 0.3; S100A4 MyoIIA: 6; LGR2 inh: -6; ERAP1 HTS inh: 2

How did C[C@@H]1CN([C@H](C)CO)C(=O)Cc2cc(NS(=O)(=O)c3ccccc3)ccc2O[C@@H]1CN(C)CC1CC1 do in these assays?
PGC1a acetyl inh: -7; SIRT5 block: -1; Cneo AK release: -2; XiGFP reactiv: -0.6; S100A4 MyoIIA: 54; LGR2 inh: -7; ERAP1 HTS inh: 1; Statin myotox sup: -6

How did COCC#Cc1cnc2c(c1)C(=O)N([C@H](C)CO)C[C@@H](C)[C@@H](CN(C)S(=O)(=O)c1cn(C)cn1)O2 do in these assays?
PGC1a acetyl inh: -6; SIRT5 block: -3; Cneo AK release: 3; XiGFP reactiv: -1.2; S100A4 MyoIIA: 12; LGR2 inh: -36; ERAP1 HTS inh: -1; Statin myotox sup: 0

Results for C[C@H](O)[C@@H]1C(=O)N2CCc3c([nH]c4c(-c5ccccc5)cccc34)[C@@H]2C[C@@H]1N(C)C(=S)Nc1ccc(C#N)cc1 ?
SIRT5 block: 0; XiGFP reactiv: 0.2; S100A4 MyoIIA: -8; LGR2 inh: 21; ERAP1 HTS inh: 1

Results for NC(=S)N/N=C/c1coc2ccc(O)cc2c1=O ?
PGC1a acetyl inh: 14; SIRT5 block: 2; XiGFP reactiv: -0.1; S100A4 MyoIIA: -3; LGR2 inh: -1; Statin myotox sup: 0

What do the screens show for `CC(C)Oc1ccc(S(=O)(=O)N2CCCCC2)cc1NC(=O)C1CSC2(C)CCC(=O)N12` (configuration not stated)?
SIRT5 block: -2; Cneo AK release: -1; XiGFP reactiv: 1.0; S100A4 MyoIIA: 23; LGR2 inh: 3; ERAP1 HTS inh: -2

How did C[C@@H]1CN([C@H](C)CO)C(=O)c2cccc(NC(=O)Nc3ccccc3)c2O[C@H]1CN(C)Cc1ccc(C(=O)Nc2ccccc2N)cc1 do in these assays?
PGC1a acetyl inh: -5; SIRT5 block: 0; Cneo AK release: -5; XiGFP reactiv: -0.9; S100A4 MyoIIA: -20; LGR2 inh: 7; ERAP1 HTS inh: 1; Statin myotox sup: 113*

How did CCCc1c(C(=O)Nc2ccc(F)cc2C)cnn1-c1ccccc1 do in these assays?
PGC1a acetyl inh: 8; SIRT5 block: -5; Cneo AK release: -3; XiGFP reactiv: 0.0; S100A4 MyoIIA: -11; LGR2 inh: -2; ERAP1 HTS inh: 7; Statin myotox sup: 20

Pulled by compound from the list above:
How did C[C@@H]1CN([C@H](C)CO)C(=O)Cc2cc(NS(=O)(=O)c3ccccc3)ccc2O[C@@H]1CN(C)CC1CC1 do in these assays?
PGC1a acetyl inh: -7; SIRT5 block: -1; Cneo AK release: -2; XiGFP reactiv: -0.6; S100A4 MyoIIA: 54; LGR2 inh: -7; ERAP1 HTS inh: 1; Statin myotox sup: -6

What do the screens show for `COc1ccc(Nc2ccc([N+](=O)[O-])cn2)cn1`?
PGC1a acetyl inh: -13; SIRT5 block: 9; Cneo AK release: 1; XiGFP reactiv: 0.4; S100A4 MyoIIA: -4; LGR2 inh: 4; ERAP1 HTS inh: -1; Statin myotox sup: 6

How did COCC#Cc1cnc2c(c1)C(=O)N([C@H](C)CO)C[C@@H](C)[C@@H](CN(C)S(=O)(=O)c1cn(C)cn1)O2 do in these assays?
PGC1a acetyl inh: -6; SIRT5 block: -3; Cneo AK release: 3; XiGFP reactiv: -1.2; S100A4 MyoIIA: 12; LGR2 inh: -36; ERAP1 HTS inh: -1; Statin myotox sup: 0

How did CCCc1c(C(=O)Nc2ccc(F)cc2C)cnn1-c1ccccc1 do in these assays?
PGC1a acetyl inh: 8; SIRT5 block: -5; Cneo AK release: -3; XiGFP reactiv: 0.0; S100A4 MyoIIA: -11; LGR2 inh: -2; ERAP1 HTS inh: 7; Statin myotox sup: 20

New compounds follow
How did Cc1cc(C(=O)N/N=C/c2ccc(C)o2)c2ccccc2n1 do in these assays?
PGC1a acetyl inh: 15; Cneo AK release: 0; XiGFP reactiv: 0.2; LGR2 inh: -2

What do the screens show for `O=C(CCS(=O)(=O)c1cc2c(cc1Cl)NC(=O)CO2)NCc1ccc(F)cc1`?
Cneo AK release: 2; XiGFP reactiv: 0.1; S100A4 MyoIIA: 1; LGR2 inh: -1; ERAP1 HTS inh: -2; Statin myotox sup: 12

What do the screens show for `FC(F)(F)c1cc(N2CCN(Cc3ccccc3)CC2)c2ccccc2n1`?
SIRT5 block: -3; XiGFP reactiv: 0.3; S100A4 MyoIIA: -6; LGR2 inh: 3; ERAP1 HTS inh: 3

What do the screens show for `O=C(CSCc1ccccc1)N=Nc1c(O)[nH]c2ccccc12`?
PGC1a acetyl inh: 6; SIRT5 block: 9; XiGFP reactiv: 0.3; S100A4 MyoIIA: -2; LGR2 inh: -16; ERAP1 HTS inh: 6

Not all compounds are listed (hit frequency here may not be typical).
